PGE2 EP2 inh: human EP2 receptor antagonists, primary screen, TR-FRET cAMP, C6 glioma cells; AID 1422, 2008; C6 glioma cells expressing human EP2; cells stimulated with saturating PGE2; 260,000 tested, 0.52% active; inhibition, % at 25 µM; Prostaglandin E2 receptor EP2 subtype (Homo sapiens), P43116;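 active means percent inhibition above 40 after rounding to a whole number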;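 further: rat C6 glioma host cells with rolipram phosphodiesterase inhibitor present; the protocol text gives 20 µM as final concentration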
NPY2 pot ag: NPY-Y2 potentiators or agonists, primary screen, cell-based. 220,000 tested, 0.45% active. activation, % at 3.6 µM. cells expressing NPY-Y2, potentiator/agonist read-out; in the data active means activation above about 27%;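 further: cells stimulated with NPY near EC25 plus isoproterenol at EC100; 0% = vehicle plus submaximal agonist and 100% = vehicle plus saturating agonist; some results beyond the cut were filed as inactive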
Target sequence (P49146 whole entry, looked up): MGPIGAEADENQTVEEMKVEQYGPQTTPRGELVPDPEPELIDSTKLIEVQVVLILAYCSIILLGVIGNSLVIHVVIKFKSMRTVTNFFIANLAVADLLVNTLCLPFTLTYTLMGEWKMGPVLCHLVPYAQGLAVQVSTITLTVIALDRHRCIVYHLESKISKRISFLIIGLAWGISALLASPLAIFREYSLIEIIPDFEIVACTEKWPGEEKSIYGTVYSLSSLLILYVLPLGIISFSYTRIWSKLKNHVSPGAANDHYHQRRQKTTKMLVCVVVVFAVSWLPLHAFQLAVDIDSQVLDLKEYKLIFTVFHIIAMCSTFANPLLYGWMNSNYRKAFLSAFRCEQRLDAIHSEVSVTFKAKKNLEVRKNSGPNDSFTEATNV
S1P4 agonist: S1P4 receptor agonists, primary screen, cell-based; Sphingosine 1-phosphate receptor 4 (Homo sapiens), O95977; S1P4-expressing cell line, agonist reporter assay; activation, % at 4.98 µM; 220,000 tested, 0.35% active; AID 1509, 2009; in the data active means activation above about 11%;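 further: 0% = DMSO vehicle and 100% = reference agonist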
Target sequence (O95977 whole entry, looked up): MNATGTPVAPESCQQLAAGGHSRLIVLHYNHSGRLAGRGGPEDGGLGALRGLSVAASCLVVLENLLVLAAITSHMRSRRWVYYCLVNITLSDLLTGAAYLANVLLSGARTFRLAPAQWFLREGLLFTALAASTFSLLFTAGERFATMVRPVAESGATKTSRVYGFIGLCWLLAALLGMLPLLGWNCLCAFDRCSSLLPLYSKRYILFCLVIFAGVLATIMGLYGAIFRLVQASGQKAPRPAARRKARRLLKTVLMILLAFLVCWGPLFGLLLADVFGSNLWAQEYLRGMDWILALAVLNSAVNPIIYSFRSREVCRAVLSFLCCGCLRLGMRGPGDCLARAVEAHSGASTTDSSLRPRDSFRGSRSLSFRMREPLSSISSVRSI
eIF4E-4G inh: eIF4E–eIF4G protein interaction inhibitors, primary screen, biochemical, uHTS, TR-FRET, eIF4GI fragment; TR-FRET eIF4E-eIF4GI(517-606) binding, 2 h; inhibition, % at 21.7 µM; 220,000 tested, 0.37% active;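 active means inhibition above about 30%, limit read from the data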;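 further: 0% = full FRET control wells and 100% = background wells lacking eIF4GI fragment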
S1P4 antag: S1P4 receptor antagonists, primary screen, cell-based. Sphingosine 1-phosphate receptor 4 (Homo sapiens), O95977. S1P4-expressing cells, antagonist mode, reporter read-out. inhibition, % at 4.98 µM. 220,000 tested, 0.26% active. AID 1510, 2009; in the data active means inhibition above about 29%;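 further: 0% = wells stimulated with agonist and 100% = vehicle wells without agonist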
NPY Y1 blocker: NPY-Y1 receptor antagonists, primary screen, cell-based | 200,000 tested, 1% active | Neuropeptide Y receptor type 1 (Homo sapiens), P25929 | HEK293-CNG Y1 cells, membrane potential fluorescence; NPY at EC95, then isoproterenol | AID 1040, 2008 | inhibition, % at 3.6 µM;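 active means inhibition above the campaign mean inhibition of all tested compounds plus 3 SD, cut at about 20% in these data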;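 further: 0% = DMSO wells given NPY plus isoproterenol and 100% = isoproterenol alone without NPY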
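System: HEK293 cells with Y1 receptor plus CNG channel / Probe or stimulus: NPY 25 nM then isoproterenol 1 µM plus Ro 20-1724 25 µM / Compound: one concentration, 3.6 µM, in 0.4% DMSO / Schedule: compound incubation 1 h at room temperature, readout 45 min post-stimulation / Measured by: membrane potential fluorescence / Read-out: % inhibition of NPY effect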
EP2 modulator: EP2 receptor modulators, cAMP readout, primary screen, cell-based, HTRF cAMP, PGE2 stimulation. 260,000 tested, 0.83% active. AID 940, 2007. EP2-expressing cells, cAMP HTRF FRET, PGE2 co-stimulation. induction, % at 25 µM;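 active means compounds whose cAMP rise, as percent of the full-agonist control response, exceeds 60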;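 further: rat C6 glioma line stably carrying human EP2 under a CMV promoter; the protocol text gives 20 µM as final concentration; 100% = response of wells given 1 µM PGE2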
NPY-Y1 PAM-ag: NPY-Y1 receptor potentiators or agonists, primary screen, cell-based; NPY-Y1 expressing cells, potentiator/agonist activation; activation, % at 3.6 µM; Neuropeptide Y receptor type 1 (Homo sapiens), P25929; 220,000 tested, 0.37% active; in the data active means activation above about 33%, passing the limit was not always enough;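 further: cells stimulated with NPY at EC10 then isoproterenol at EC100; 0% = low agonist plus stimulus and 100% = saturating agonist plus stimulus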
p97 inhibitor: inhibitors of human p97 ATPase, primary screen, biochemical; Transitional endoplasmic reticulum ATPase (Homo sapiens), P55072; recombinant p97 ATPase, Kinase-Glo ATP luminescence, 3 h; inhibition, % at 8 µM; 220,000 tested, 0.42% active; AID 1481, 2009; in the data active means inhibition above about 15%;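 further: 0% = DMSO vehicle and 100% = wells lacking enzyme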
An asterisk follows results filed as active; / = not tested or not shown; & = joins results of further samples; [ ] = dose if it differs, or a comment.

no.	SMILES	PGE2 EP2 inh	NPY2 pot ag	S1P4 agonist	eIF4E-4G inh	S1P4 antag	NPY Y1 blocker	EP2 modulator	NPY-Y1 PAM-ag	p97 inhibitor
1	O=C(NCc1ccccn1)c1ccc(Cl)c(S(=O)(=O)Nc2ccccc2C(=O)NCc2ccccn2)c1	6.0	-7.7	-0.4	4.7	-17.9	7.2	3.3	-3.5	-2.1
2	O=C1CCCc2nc(N3CCN(Cc4ccccc4)CC3)ncc21	2.9	4.5	-0.2	10.1[fluorescence artefact?]	-17.8	-4.3	-8.0	7.9	0.6
3	Cc1cc(C(=O)NCc2ccccc2)c(=O)[nH]c1C	5.1	-3.8	2.2	-2.3[fluorescence artefact?]	-16.6	0.2	-17.1	-22.8	3.5
4	O=C(NC1CCCCCCC1)c1ccccc1O	9.4	4.1	1.1	4.3	0.3	4.2	9.1	-8.1	1.8
5	CN(C)S(=O)(=O)c1ccc(NC(=O)c2cc(F)c(F)cc2Cl)cc1	7.5	7.6	-0.3	7.0[fluorescence artefact?]	-18.4	0.5	10.3	5.0	-0.1
6	CCCc1cc(=O)[nH]c(SCC(=O)Nc2ccc(C)cc2)n1	4.4	-13.6	-1.0	1.2	13.8	0.0	21.8	1.0	1.6
7	CCN(CC)c1ccc(/C=C2\NC(=O)NC2=O)cc1	8.3	-0.7	-1.1	-5.6	-10.6	-5.4	-7.8	-12.5	-2.9
8	O=C(Cn1cnc2c(nnn2-c2ccccc2)c1=O)NCc1ccc(F)cc1	11.9	-1.0	-1.0	0.6	5.6	-2.9	-12.8	-15.0	0.2
9	Cc1ccc(S(=O)(=O)CCC(=O)OCC(=O)Nc2cc(C)on2)cc1	32.9	4.0	3.0	-7.0[fluorescence artefact?]	11.9	2.2	5.8	-0.5	3.9
10	COc1ccc2[nH]c(C)c(CCNC(=S)Nc3cc(C)ccc3C)c2c1	12.3	18.2	1.6	-5.6	12.4	4.3	-55.1	17.4	5.8
11	Cc1cc(=O)n2[nH]cnc2n1	1.6	4.9	0.3	-2.5	2.8	-1.2	27.5	13.7	-4.8
12	Cc1cc(C)c(OCC(O)CNC(C)(C)C)c(C)c1 (configuration not stated)	5.8	87.2*	0.1	-2.3	-3.6	-9.3	-32.4	83.6*	0.6
13	Cc1cccc(N/N=C(\C(N)=O)C2=NC(C)(C)Cc3ccccc32)c1	5.3	-9.9	-1.3	6.5	17.6	6.0	20.5	-26.6	-0.6
14	O=C(O)c1c2c(nc3ccc(Cl)cc13)CCC2	11.3&3.6	-15.9	2.3	-1.4	-19.3	4.0	-24.0&6.2	-33.9	-1.6
15	COc1cccc(CNC(=O)CN(C)S(=O)(=O)c2cnc[nH]2)c1	9.5	-15.1	-0.1	2.2	-17.9	1.6	2.2	3.2	1.9
16	CCCCc1ccc(S(=O)(=O)NCCc2ccncc2)cc1	7.9	-4.3	2.1	-3.9	-26.3	-1.1	-30.3	-15.5	-2.9
17	O=C(COc1ccccc1)Nc1ccc(S(=O)(=O)Nc2ncccn2)cc1	6.0	-4.6	1.5	-4.2	-7.9	2.2	8.1	11.7	-0.2
18	O=C1CC(=C(c2ccccc2)c2ccccc2)C(=O)N1CCCCN1CCN(c2cccc(Cl)c2)CC1	15.5	1.3	-2.6	-1.0	23.3	16.1	37.2	11.1	-6.3
19	CN(C)/C=C/C(=O)C(F)(F)F	4.5	1.6	2.4	0.2	1.9	4.1	27.3	7.5	3.1
20	C/C(=N\NC(=O)CNc1cccc(C)c1)c1ccc(Br)s1	4.5	-5.7	1.9	17.0	-8.6	5.1	5.2	12.1	1.2
21	CCNC(=S)Nc1c(C)n(C)n(-c2ccccc2)c1=O	7.6	4.2	1.9	1.0	-5.6	-2.8	-25.1	-3.9	-2.6
22	NC(=O)c1ccc(OCC(F)(F)F)nc1	7.8	14.7	-0.7	1.7	1.8	/	-14.9	-1.3	-2.6
23	CC1=C(C(=O)NCc2ccccc2)C(c2cccs2)n2ncnc2N1 (configuration not stated)	8.7	3.8	3.0	9.8	-7.5	-5.9	1.8	-20.1	0.1
24	Cc1c(NC(=S)N/N=C/c2ccc(N(C)C)cc2)c(=O)n(-c2ccccc2)n1C	6.3	10.7	4.0	1.1	-17.7	-2.2	-20.1	8.2	2.2
25	CCCCNC(=O)N(O)C1N(/N=C/c2cccs2)C(=S)SC1(C)C (configuration not stated)	18.9	6.5	-0.4	6.3	-2.4	/	-32.7	-2.7	-9.1
26	COc1cc(/C=N/NC(=O)Cn2nnc3ccccc32)ccc1O	8.6	6.0	0.3	-6.5	-21.9	5.5	-11.8	11.4	9.2
27	COc1ccc(NC(=O)c2cc(C)on2)cc1OC	6.7	-8.4	1.7	-1.4[fluorescence artefact?]	-0.6	-2.4	22.6	-17.2	2.5
28	CSCSC1=C(C#N)C(c2ccc(Cl)cc2)C(C(C)=O)=C(C)N1 (configuration not stated)	15.9	-7.3	0.7	-1.2	15.5	11.7	-3.2	-51.7	1.4
29	CNC(=S)N1CCN(c2cccc(OC)c2)CC1	1.8	7.1	2.0	6.1[fluorescence artefact?]	-7.1	-5.7	26.2	10.3	2.1
30	COc1ccc(Br)cc1CN(C)CC(=O)Nc1ccccc1Cl	7.9	-9.3	-0.4	2.0[fluorescence artefact?]	-3.8	0.3	53.8	-4.2	-2.9
31	CCOC(=O)c1cnc(/N=C/N(C)C)s1	5.1	8.1	-3.1	1.6	-5.7	-2.2	3.4	-17.6	2.1
32	N/C(=N\OC(=O)CCCC(=O)O)c1ncc(C(F)(F)F)cc1Cl	4.9	-2.9	3.2	-1.0	1.4	-1.3	18.9	1.8	2.9
33	O=C(c1ccco1)N1CCN(Cc2nc(Cc3ccccc3)no2)CC1	3.2	-1.0	-0.5	4.2	2.5	0.7	-13.0	18.5	6.4
34	Cc1ccc(COc2ccc(C)nc2[N+](=O)[O-])cc1	0.7	1.9	-0.4	0.2	-6.0	/	-39.1	0.0	-4.5
35	CN(Cc1cc(=O)n2ccsc2n1)Cc1nc2ccccc2c(=O)[nH]1	5.3	10.6	-1.0	1.6	-0.3	2.0	4.5	10.9	4.8
36	CCC(=O)N1c2ccc(S(=O)(=O)CCC(=O)NCc3ccc4c(c3)OCO4)cc2CC1C (configuration not stated)	/	-16.9	-2.1	0.5[fluorescence artefact?]	-14.9	2.6	0.4	-6.0	0.1
37	Cc1[nH][nH]c(=O)c1C(c1c(C)[nH][nH]c1=O)c1cn(Cc2ccccc2Cl)c2ccccc12	9.9	-18.7	1.4	-0.6[fluorescence artefact?]	-22.2	3.1	35.9	9.6	20.4*
38	CCCCNCCOCCOc1ccc(C)cc1[N+](=O)[O-]	5.1	7.1	-1.4	7.3[fluorescence artefact?]	-10.0	6.2	23.3	15.1	3.3
39	O=c1[nH]c2ccc(Cl)cc2c(O)c1-c1ccccc1	15.3	0.6	1.1	-0.2	-11.4	2.9	2.7	12.6	-1.9
40	O=C(c1cc(-n2cnnc2)ccc1Cl)N1CCN(c2nc(-c3ccccc3)cs2)CC1	/	5.2	1.2	2.1	3.1	3.0	1.9	-6.9	-6.8
41	CSc1sc(-c2n[nH]c(=S)n2C)c2c1C=CCC2	18.2	-8.9	1.3	-6.0	6.5	/	22.6	-0.4	10.7
42	COc1ccc(/C=C/C(=O)OCC(=O)Nc2cccc(Oc3ccccc3)c2)c(OC)c1	16.9	-7.9	-0.1	-5.4	-10.9	5.1	12.4	-38.0	-4.5
43	COc1cc(/C=C/C(=O)O)cc(S(=O)(=O)NCc2ccco2)c1OC	8.4	2.5	2.5	-2.0	-15.3	1.4	21.2	6.8	8.4
44	Cc1[nH]n(-c2c(Cl)cc(Cl)cc2Cl)c(=O)c1C=Nc1ccc(S(=O)(=O)N2CCOCC2)cc1	6.6	-9.1	-0.3	3.1	-8.6	-3.4	-33.0	-22.7	5.6
45	CNC(=O)NNC(=O)c1csc(-c2ccc(C(F)(F)F)cc2Cl)n1	5.7	-53.3	0.3	3.9	-1.2	/	-15.5	2.9	0.8
46	CS(=O)(=O)N(Cc1ccco1)CC(O)Cn1c2ccccc2c2ccccc21 (configuration not stated)	4.8	0.5	1.8	-17.7	-3.5	-3.1	-4.5	-27.5	2.5
47	CCc1cccc2c(SCC(=O)NCC3CCCO3)nc(-c3ccc(F)cc3)nc12 (configuration not stated)	15.3	-6.7	-0.6	2.4	-23.1	-1.7	25.0	-7.6	-1.1
48	COc1ccc(NC(=O)CC(C)C)c(OC)c1	10.6	-7.2	-4.0	3.0	-8.0	4.2	1.8	-12.2	-1.2
49	COCCNC(=O)Cn1cc2c(n1)CCCCC2	6.2	2.2	1.0	-0.7	-3.1	0.0	8.4	-7.4	-1.4
50	O=C(COc1ccc(-c2nnco2)cc1)NC1CCCc2ccccc21 (configuration not stated)	7.5	-4.8	0.2	-2.5	11.1	2.4	-45.0	-11.7	5.5

Going on with the list.
no.	SMILES	PGE2 EP2 inh	NPY2 pot ag	S1P4 agonist	eIF4E-4G inh	S1P4 antag	NPY Y1 blocker	EP2 modulator	NPY-Y1 PAM-ag	p97 inhibitor
51	Cc1ccc(NC(=O)c2cccc(OCc3c(C)noc3C)c2)cc1S(=O)(=O)Nc1ccccc1Cl	7.9	16.0	0.0	2.7	-11.1	-0.1	15.0	13.9	3.2
52	CCOC(=O)C1CCN(c2c(NCCCN(CC)c3ccccc3)c(=O)c2=O)CC1	5.6	-6.2	0.0	8.8	-1.8	-1.9	20.9	-10.4	0.3
53	CC(=O)Nc1ccc(/C=N/NC(=O)c2cccc(S(=O)(=O)N3CCOCC3)c2)cc1	8.8	0.3	10.5	12.5	-22.3	-3.8	12.0	-2.9	1.9
54	O=C(COc1ccc(Br)cc1)N1CCN(S(=O)(=O)/C=C/c2ccccc2)CC1	9.0	6.5	0.1	-6.2	-3.7	-3.2	10.1	11.8	1.8
55	Cc1ccc(C(=O)NNC(=O)c2cccc(C)c2)cc1	11.3	13.8	3.0	2.3	-29.8	-2.0	-4.5	25.6	0.9
56	CC(C)=CCN1CCN(Cc2cccn2-c2ccccn2)CC1CCO (configuration not stated)	6.8	-2.3	1.9	0.0	-0.3	3.8	-18.5	0.9	3.9
57	Nc1ncnc2c1ncn2CCNCCc1ccccc1	16.3	4.9	0.0	0.3	-15.9	-1.4	7.3	-4.2	5.5
58	O=C(Cn1nnc(-c2ccncc2)n1)NCCc1ccccc1	4.5	2.0	0.1	-8.2	-4.6	4.4	2.3	20.2	8.2
59	O=C(O)C(Cc1cc(Cl)ccc1Cl)Sc1nc2ccccc2[nH]1 (configuration not stated)	13.1	-20.6	1.6	-0.3	-10.1	/	-11.1	-5.0	8.3
60	O=C(Nc1ccccc1)c1sccc1Oc1ccc([N+](=O)[O-])cc1F	11.2	1.0	1.1	5.7	-11.9	6.1	63.2*	-2.6	9.9
61	CCOC(=O)Cc1c(C)nc2c(-c3cccc(Br)c3)c[nH]n2c1=O	17.7	-0.3	1.9	/	-17.9	3.9	-41.5	-8.9	0.2
62	Clc1cccc(N=C2NN=C(c3ccc4c(c3)OCCO4)CS2)c1	1.4	3.1	-1.2	-0.2	-8.5	2.1	15.8	8.0	5.5

An excerpt; rates above refer to the full screens.
